Compound activity from PubChem BioAssay.
TRHR enhancer: allosteric enhancers of human TRH receptor | P34981 | TRHR cells, fluo-8 calcium fluorescence, EC20 TRH enhancement | enhancement, % at 2 µM | 360,000 compounds, 0.66% hits | AID 493056; in the data active = enhancement above about 30%; note: 0% is about no effect
Target sequence (P34981 whole entry, looked up): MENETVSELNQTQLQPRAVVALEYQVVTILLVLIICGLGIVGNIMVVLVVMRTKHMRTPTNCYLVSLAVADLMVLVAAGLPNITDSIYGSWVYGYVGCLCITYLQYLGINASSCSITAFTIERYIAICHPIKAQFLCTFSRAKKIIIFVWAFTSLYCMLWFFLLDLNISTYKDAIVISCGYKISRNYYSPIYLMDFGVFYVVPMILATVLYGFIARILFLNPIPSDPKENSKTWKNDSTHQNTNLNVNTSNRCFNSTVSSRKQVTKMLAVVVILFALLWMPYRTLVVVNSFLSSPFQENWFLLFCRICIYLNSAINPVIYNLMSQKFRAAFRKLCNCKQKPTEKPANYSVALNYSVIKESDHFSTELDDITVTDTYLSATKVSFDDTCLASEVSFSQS
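TRHR-expressing cells loaded with fluo-8 calcium dye were read kinetically (ex 480/em 530) during compound addition, then stimulated with an EC20 of TRH (10 nM final). Enhancement of the Gq-mediated intracellular calcium response was scored.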
USP1-UAF1 inh: USP1/UAF1 (human) deubiquitinase inhibition. O94782. recombinant USP1/UAF1, Ub-Rhodamine cleavage fluorescence. Potency, µM (series often up to 57.1 µM), without a hit: top-dose activity change, negative = inhibition, hits mostly inhibitors. 390,000 compounds, 0.23% hits. AID 743255; note: potency is the fitted concentration of half-maximal effect; % is set by controls: 0 for no effect and ±100 for the full control effect; nearly all actives have a fitted effect of over 60% in size; inactives centre near -12
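USP1/UAF1 complex (1 nM) preincubated 15 min at room temperature with compound, then Ub-Rho substrate (150 nM final) added. Kinetic fluorescence at 480/540 nm over 6 reads at 60 s intervals; 50 mM HEPES pH 7.8, 0.5 mM EDTA, 0.1 mg/ml BSA, 1 mM TCEP, 0.01% Tween-20.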
Pin1 inh: blocks the human prolyl isomerase Pin1 | Q13526 | Pin1 FP peptide displacement, HiFluor488, 10 min | 390,000 compounds, 0.009% hits | Potency, µM (series often up to 115 µM), inactives show at the highest dose activity, negative = inhibition, most hits filed as inhibitors; active = well fitted inhibition curve with a large enough effect in the polarisation, with a control signal flat, not every such curve was filed as active; inconclusive = small, poorly fitted or top-dose-only effect, or effect the other way, or a change in a side signal; inactive = no such curve, though single readings can be large or run the other way; the % refers to the polarisation; note: potency is the fitted concentration of half-maximal effect; % is set by controls: 0 for no effect and ±100 for the full control effect
Target sequence (Q13526 whole entry, looked up): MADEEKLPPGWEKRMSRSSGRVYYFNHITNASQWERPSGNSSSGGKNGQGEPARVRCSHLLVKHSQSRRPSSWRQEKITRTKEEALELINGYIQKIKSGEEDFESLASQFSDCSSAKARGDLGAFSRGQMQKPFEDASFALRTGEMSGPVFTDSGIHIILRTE
TRHR ag: activates the human TRH receptor | 360,000 compounds, 0.18% hits | activation, % at 2 µM | TRHR cells, calcium flux fluo-8, FDSS agonist mode | P34981 | AID 493084; in the data active = activation above about 30%; note: 0% is about no effect
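TRHR-expressing cells loaded with fluo-8 calcium dye; 23 nL library compound pin-transferred, kinetic FDSS fluorescence (Ex 480/Em 530) recorded about 180 s for agonist-induced calcium release, before a 10 nM TRH EC20 addition for potentiator mode.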
TrxR1 inh: inhibitors of rat thioredoxin reductase 1; 390,000 compounds, 1% hits; Potency, µM (highest dose often 114 µM), for inactives: at the top dose activity change, negative = inhibition, most hits filed as inhibitors; recombinant rTrxR1, NADPH fluorescence consumption, selenite substrate; note: potency is the fitted concentration of half-maximal effect; % is set by controls: 0 for no effect and ±100 for the full control effect; nearly all actives have a fitted effect of over 65% in size
Target sequence (O89049 whole entry, looked up): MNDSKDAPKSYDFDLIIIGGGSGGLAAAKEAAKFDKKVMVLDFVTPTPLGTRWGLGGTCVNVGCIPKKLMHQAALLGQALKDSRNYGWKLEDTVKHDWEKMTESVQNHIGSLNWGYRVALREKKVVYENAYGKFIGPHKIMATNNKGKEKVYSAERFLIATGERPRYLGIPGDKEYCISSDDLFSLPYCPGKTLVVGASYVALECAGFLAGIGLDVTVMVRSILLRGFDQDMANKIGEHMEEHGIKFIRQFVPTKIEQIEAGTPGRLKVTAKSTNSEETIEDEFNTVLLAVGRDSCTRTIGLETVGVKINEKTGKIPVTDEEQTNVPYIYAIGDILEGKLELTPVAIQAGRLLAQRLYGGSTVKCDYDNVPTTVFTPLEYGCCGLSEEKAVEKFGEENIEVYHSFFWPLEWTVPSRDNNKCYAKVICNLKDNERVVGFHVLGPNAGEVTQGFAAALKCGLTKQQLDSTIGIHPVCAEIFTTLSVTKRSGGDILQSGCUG
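Rat TrxR1 (90 nM in the dispensed reagent) was pre-reduced with 400 uM NADPH for 5 min at room temperature, then incubated with compound for 15 min. After 400 uM selenite was added, NADPH fluorescence (Ex 340/Em 450 nm) was followed for 8 min.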
D2 agonist: agonists of human D2 dopamine receptor; HEK293 T-REx D2 cells, calcium flux agonist mode; activation, % at 2 µM; 340,000 compounds, 0.53% hits;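 active = activation over 3 SD above normal in the single-dose calcium agonist read, cut at about 30% in these data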; note: 0% is about no effect
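Calcium-flux readout, 1 cycle/sec over 180 s following compound pin transfer, in inducible HEK293 Trex D2 cells (force-coupled); dopamine controls included. Positive calcium responses during this window marked compounds as potential agonists.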
TrxR1 substrate: rat thioredoxin reductase 1 substrate activity; Potency, µM (highest dose often 114 µM), without a hit: at the top dose activity change, negative = substrate turnover; O89049; purified TrxR1 substrate turnover, NADPH consumption readout; AID 588456; 390,000 compounds, 0.01% hits; note: potency is the fitted concentration of half-maximal effect; % is set by controls: 0 for no effect and ±100 for the full control effect; nearly all actives have a fitted effect of over 50% in size
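Rat TrxR1, dispensed at 90 nM, was prereduced with 400 uM NADPH (final) for 5 min at ~22 deg C, then incubated with compound 15 min before 400 uM selenite. A first-read NADPH fluorescence drop versus no-compound background flagged substrates.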
D2 antagonist: antagonists of human D2 dopamine receptor | HEK293 TREx D2 cells, calcium flux, dopamine EC80 | AID 485344 | 340,000 compounds, 2% hits | inhibition, % at 10 µM; in the data active = inhibition above about 30%; note: 0% is about no effect
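In this primary screen, negative modulation is detected by tracking calcium flux after an EC80 dopamine challenge in inducible HEK293 T-REx D2 cells preexposed to test compound for 180 s.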
IDH1 R132H inh: inhibitors of human mutant IDH1 R132H; IDH1-R132H enzyme, NADPH consumption, diaphorase/resazurin fluorescence; Potency, µM (highest dose often 76.6 µM), inactives show at the highest dose activity change, negative = inhibition, actives largely listed as inhibitors; 390,000 compounds, 0.093% hits; AID 602179; note: potency is the fitted concentration of half-maximal effect; % is set by controls: 0 for no effect and ±100 for the full control effect; nearly all actives have a fitted effect of over 65% in size
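IDH1-R132H (0.5 ug/mL) preincubated 30 min with compound, then NADPH (0.016 mM) and alpha-KG (2 mM) added; 80 min at RT, pH 7.5. Remaining NADPH coupled via diaphorase/resazurin to fluorescence (540/590 nm); concentration-response curves normalized to no-enzyme control.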
* hit, by the source's call; ? = inconclusive; / = no result given; [ ] = another dose, or the depositor's remark. Unless noted, calls come from the whole dose curve; as a rule, active = well fitted inhibition curve with a large enough effect; inconclusive = small, poorly fitted or top-dose-only effect; inactive = no such curve, though single readings can be large or run the other way. An excerpt, so the mix of outcomes need not match the whole.

SMILES	TRHR enhancer	USP1-UAF1 inh	Pin1 inh	TRHR ag	TrxR1 inh	D2 agonist	TrxR1 substrate	D2 antagonist	IDH1 R132H inh
Cc1cccc(NS(=O)(=O)c2cc(C(=O)N3CCCCCC3)ccc2C)c1	-1.5	-8.8%	-4.2%	-0.4	19.4%[57.1 µM]	0.6	8.7%[57.1 µM]	-3.1	3.9%
c1ccc(C2=Nn3c(Cn4nnc5ccccc54)nnc3SC2)cc1	3.3	-17.2%	-6.5%	0.4	30.4%[57.1 µM]	-0.5	-13.4%[57.1 µM]	24.6	13.7%
Cc1ccc2c(=O)cc(C(=O)Nc3nnc(CC(C)C)s3)oc2c1C	1.6	-9.4%	2.4%	-0.3	-6.9%	0.1	-13.4%	/	7.3%
COc1ccc(CCNC(=O)CN(c2ccccc2)S(=O)(=O)N(C)C)cc1	-0.8	-28.8%	-4.3%	-0.1	18.8%	-0.3	-1.2%	/	-10.1%
CCOC(=O)CNC(=O)CSc1nnc(COc2ccc(Cl)cc2)n1CC	-10.1	-4.6%	0.3%	-0.5	-67.1%	0.2	-3.5%[57.1 µM]	32.9*	6.0%
CCCC(=O)OCCNC(=O)c1cc2ccccc2oc1=O	-1.4	2.5%	5.4%	0.1	12.7%[57.1 µM]	0.9	14.1%[57.1 µM]	4.1	7.6%
COc1ccccc1Nc1ncc(-c2cccs2)s1	-2.4	-2.6%	-0.5%	1.1	?	-0.2	-9.9%	10.2	-0.6%
O=C(O)CCCCCNS(=O)(=O)c1ccc2c(c1)OCCO2	8.4	-21.7%	3.5%	1.1	26.3%	0.3	5.6%	2.1	1.2%
CCOC(=O)C1CCN(C(=O)c2ccc(Cl)c(S(=O)(=O)N3CCOCC3)c2)CC1	-3.2	-26.6%	-6.5%	-0.1	16.0%	-0.7	7.2%	-3.2	1.0%
CC(CCc1ccccc1)NC(=O)[C@@H]1Cc2ccccc2CN1 (some centres not stated)	5.0	4.2%	-0.9%	-0.2	6.7%	2.1	2.2%	-12.4	3.2%
O=C(OCCN=C1NS(=O)(=O)c2ccccc21)c1ccccc1F	2.8	-23.8%	-2.7%	0.6	11.7%	1.0	1.7%	-4.5	2.3%
O=C(CN1CC(=O)Nc2ccccc21)Nc1ccc(F)c(F)c1	9.0	-15.1%	0.0%	-2.2	8.0%[11.4 µM]	-1.6	1.1%[11.4 µM]	-20.8	-5.3%
CCN(CC)c1nc2ccccc2nc1C(C#N)C(=O)NCCCOC (configuration not stated)	0.4	-10.9%	11.5%	0.8	-3.5%	0.1	15.5%[57.1 µM]	-0.8	14.8%
Cc1cccc(C)c1NC(=O)CNC(=O)c1ccc(NS(=O)(=O)c2ccc3[nH]c(=O)[nH]c3c2)cc1	-2.1	-2.4%	-1.0%	0.1	-14.7%	0.5	-14.5%	11.5	-3.6%
CCOc1ccc(NC(=O)c2ccc3nccnc3c2)cc1	-0.4	-6.8%	2.1%	0.2	0.0%	0.2	5.7%[57.1 µM]	10.7	11.7%

Whole records, quoted from the list:
Listed for O=C(OCCN=C1NS(=O)(=O)c2ccccc21)c1ccccc1F : TRHR enhancer = 2.8; USP1-UAF1 inh = -23.8%; Pin1 inh = -2.7%; TRHR ag = 0.6; TrxR1 inh = 11.7%; D2 agonist = 1.0; TrxR1 substrate = 1.7%; D2 antagonist = -4.5; IDH1 R132H inh = 2.3%
Listed for CCCC(=O)OCCNC(=O)c1cc2ccccc2oc1=O : TRHR enhancer = -1.4; USP1-UAF1 inh = 2.5%; Pin1 inh = 5.4%; TRHR ag = 0.1; TrxR1 inh = 12.7%[57.1 µM]; D2 agonist = 0.9; TrxR1 substrate = 14.1%[57.1 µM]; D2 antagonist = 4.1; IDH1 R132H inh = 7.6%

More compounds follow.
SMILES	TRHR enhancer	USP1-UAF1 inh	Pin1 inh	TRHR ag	TrxR1 inh	D2 agonist	TrxR1 substrate	D2 antagonist	IDH1 R132H inh
Cc1cccc(-n2ccc(=O)c(C(=O)Nc3ccc(S(=O)(=O)N4CCOCC4)cc3)n2)c1	-4.0	-10.3%	14.9%	0.0	19.1%	-1.3	-6.9%	7.7	3.6%
Cc1ccc(OCC2Cn3c(nc4c3c(=O)[nH]c(=O)n4C)O2)cc1C (configuration not stated)	3.9	-20.9%	-4.8%	-0.5	39.3%[57.1 µM]	-1.5	-0.2%	12.6	0.9%
COc1ccc(CCNC(=O)Cn2nnc(-c3ccccc3F)n2)cc1OC	3.2	-10.5%	-5.2%	5.8	16.4%	0.4	7.6%	-5.5	-1.8%
COc1cccc(/C=N/n2c(-c3cc(C)[nH]n3)n[nH]c2=S)c1OC	2.2	-15.5%	-6.2%	0.1	-36.6%	0.0	-13.7%	1.1	-6.0%
CN1c2ccccc2C(C)(C)C12C=Cc1cc(O)ccc1O2 (configuration not stated)	-10.6	-24.9%	68.6%[activator]	4.3	?	0.1	8.9%[57.1 µM]	-18.7	-3.9%
CCC[C@@H](O)c1cc2cc(OC)c(OC)cc2c(=O)o1	0.6	?	-0.5%	-0.3	21.8%	0.3	6.7%	-3.6	6.3%
CCOC(=O)C1=C(COC(=O)/C=C/c2ccc(C)o2)NC(=O)NC1C (configuration not stated)	2.4	-10.6%	?	0.5	50.1µM*	0.7	-10.7%	-60.8	6.0%
Cc1cccc(C)c1NC(=O)CN(C)C(=O)c1ccc2nc[nH]c2c1	11.3	-23.0%	-1.9%	0.3	10.2%	0.0	-2.6%	-2.8	3.9%
O=[N+]([O-])C1C(c2ccccc2)=NOC1c1ccccc1O (configuration not stated)	2.0	-10.6%	1.1%	-0.2	-19.2%	-2.3	-17.6%	-11.7	3.4%
N#CCCn1nc(-c2ccc(Cl)cc2)cc1Nc1ccccc1NC(=O)C(F)(F)F	-4.1	-14.7%	-4.9%	2.5	7.9%	2.0	3.1%	2.5	3.4%
COC(=O)CSc1nnc(COc2ccc([N+](=O)[O-])cc2)n1C	12.3	-21.7%	0.2%	-0.2	8.0%	-0.3	-0.2%	1.0	4.0%
CC(C)c1c(C(=O)N/N=C/C=C/c2ccccc2)nnn1-c1nonc1N	76.1*	-27.5%	-4.4%	-0.3	27.5%	-0.1	4.7%	-1.8	5.0%
CCc1ccc2oc(C(=O)Nc3sc4c(c3C(=O)NC)CCCC4)cc(=O)c2c1	4.4	-31.1%	?	0.3	25.1%	0.9	7.0%	/	1.6%
Cc1ccc(N2CC(C(=O)OCc3nnc(-c4ccccc4)o3)CC2=O)cc1 (configuration not stated)	-3.1	-21.5%	1.8%	0.7	13.4%	0.9	2.5%	16.2	7.5%
CCOc1ccc(NC(=O)c2ccc(CSc3nnc(C)s3)cc2)cc1	23.5	-16.0%	-0.9%	0.5	21.1%	-1.1	10.0%[57.1 µM]	-0.9	-5.1%
Cc1ccccc1CNCCCSc1nnnn1C	0.8	-14.9%	-6.4%	0.0	13.9%	-0.3	-3.1%	/	10.9%
Cc1nn(Cc2c(Cl)cccc2Cl)c(C)c1NC(=O)c1cnn2c(C(F)F)cc(-c3ccccc3)nc12	2.6	-18.7%	5.3%	-0.1	1.6%	0.4	0.1%	-3.8	0.2%
N#Cc1ccc(-c2ccc(OCC3CNC(=O)O3)cc2)cc1 (configuration not stated)	3.0	-15.1%	-0.4%	0.3	49.6%	-1.0	37.4%[activator][57.1 µM]	11.4	4.8%
COC(=O)CSc1nc(SCc2ccc(C)cc2)nc2c1CCCC2	-14.0	-16.5%	0.3%	1.2	10.9%	0.4	1.6%	13.6	0.7%
COc1cccc(NC(=O)CN(C)C(=O)c2c(-c3ccccc3)noc2C)c1	7.6	-4.1%	0.5%	0.3	-5.9%	/	-6.5%	/	-0.4%
CCC(C(=O)Nc1ccc(C)c(C)c1)n1c(=O)c(C(F)(F)F)nc2ccccc21 (configuration not stated)	2.1	?	-0.6%	0.7	19.8%[57.1 µM]	/	3.2%[57.1 µM]	/	21.0%
O=C(CSc1ccc2nnc(-c3ccncc3)n2n1)NCc1ccco1	-8.0	-20.5%	-1.1%	-0.5	?	-1.7	12.4%	6.6	10.7%
Cc1ccc(-n2c(C)cc3c2CC(C)(C)CC3=O)cc1C	-0.6	-11.0%	-10.5%	-0.6	-10.8%	-0.1	-15.3%	-6.2	0.5%
CCOc1cccc2sc(N(CCN(C)C)C(=O)c3ccc(Br)s3)nc12	0.2	-23.6%	-5.8%	0.2	13.7%	-0.2	3.9%	32.8*	-11.1%
CC(=O)Nc1ccc(NC(=O)CSc2nnc(C)n2-c2ccccc2)cc1	-2.7	3.4%	-3.7%	0.3	-2.5%	-1.5	-4.9%	3.5	0.0%
Cc1cc(C)c(C(=O)CSc2nnc(N)s2)c(C)c1	2.3	-18.3%	5.4%	-0.5	8.5%	-0.5	1.7%	3.3	-2.9%
COc1cc(Cl)c(C)cc1NC(=O)c1cnc(N2CCCCC2)c2ccccc12	0.3	?	?	0.4	81.0%[activator][57.1 µM]	0.7	33.0%[57.1 µM]	/	-8.9%
Cc1ccc(C(=O)N/C(=C\c2cccnc2)c2nc3ccccc3[nH]2)cc1	5.9	-7.5%	?	0.2	-13.1%	0.6	-8.0%	1.3	2.9%
CC(NS(C)(=O)=O)C(c1cccs1)N1CCN(C)CC1 (configuration not stated)	1.4	-3.6%	-6.4%	-0.9	25.8%	-0.1	-1.5%	/	1.8%
Cc1ccc(NC(=O)Cn2nnc3sc4c(c3c2=O)CCC(C)C4)cc1 (configuration not stated)	-8.1	-22.9%	4.7%	1.0	6.3%[57.1 µM]	0.9	-4.0%[57.1 µM]	/	-14.0%
CCn1c(=O)n(CC)c2cc(N3CCCC3)c(NC(=O)c3c(F)cccc3F)cc21	-0.4	0.2%	8.6%	-0.5	31.8%	-0.3	-3.1%	8.7	2.0%
CCOC(=O)c1cnc(SCC(=O)Nc2ccccc2C(=O)OC)nc1N	-2.6	-12.4%	-0.7%	0.4	6.8%	-0.3	-3.0%	-12.1	3.4%
